From PubChem BioAssay
FadD28 FP inh – inhibitors of Mycobacterium tuberculosis FadD28 bisubstrate binding; inhibition, % at 12.5 µM; FadD28 bisubstrate probe binding, fluorescence polarization; 360,000 tested, 0.22% active; in the data active = inhibition above about 8.5%, passing the limit was not always enough; inconclusive = no clear call, values can overlap the other calls
MazEF act – MazEF (E. coli) toxin RNase activation | P0AE70 | FAM/BHQ RNA-DNA oligo cleavage fluorescence, 5 h | activation, % at 20 µM | 350,000 tested, 0.32% active | AID 504720; in the data active = activation above about 50%
Target sequence (P0AE70 whole entry, looked up): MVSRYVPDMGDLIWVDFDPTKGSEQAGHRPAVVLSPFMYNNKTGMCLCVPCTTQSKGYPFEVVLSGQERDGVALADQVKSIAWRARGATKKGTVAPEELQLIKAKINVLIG
BioA inh – blocks M. tuberculosis BioA enzyme activity; purified M. tuberculosis BioA enzyme, plate reader; inhibition, % at 9.99 µM; 360,000 tested, 0.096% active; in the data active = inhibition above about 40%; inconclusive = no clear call, values can overlap the other calls
GDH-TPI counter – inhibits GDH-TPI coupling enzymes, artifact for Mtb FBA screen | GDH-TPI coupled enzyme counterscreen, NADH absorbance | inhibition, % at 4.8 µM | 360,000 tested, 1.2% active | AID 588335; in the data active = inhibition above about 30%;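 also: 0% = DMSO wells and 100% = wells lacking the enzyme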
UGM FP inh – Mtb UDP-galactopyranose mutase inhibition | purified UGM, fluorescence polarization probe displacement | AID 504406 | 320,000 tested, 0.06% active | P9WIQ1 | inhibition, % at 10 µM; in the data active = inhibition above about 10%, passing the limit was not always enough; inconclusive = no clear call, values can overlap the other calls
Target sequence (P9WIQ1 whole entry, looked up): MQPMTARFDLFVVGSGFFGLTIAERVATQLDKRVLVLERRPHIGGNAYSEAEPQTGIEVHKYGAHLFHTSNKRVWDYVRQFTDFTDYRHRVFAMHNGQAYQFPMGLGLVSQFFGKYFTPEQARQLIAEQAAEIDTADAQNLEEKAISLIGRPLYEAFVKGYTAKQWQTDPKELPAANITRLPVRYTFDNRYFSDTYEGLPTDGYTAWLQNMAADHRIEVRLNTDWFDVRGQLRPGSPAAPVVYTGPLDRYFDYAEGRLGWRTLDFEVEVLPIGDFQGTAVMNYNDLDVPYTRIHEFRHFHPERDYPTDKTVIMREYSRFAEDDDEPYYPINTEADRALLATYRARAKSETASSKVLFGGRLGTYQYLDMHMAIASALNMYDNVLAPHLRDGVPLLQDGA
Rv3671c protease – inhibits the M. tuberculosis serine protease Rv3671c | AID 2606 | P9WHR9 | 320,000 tested, 0.048% active | inhibition, % at 5.96 µM; in the data active = inhibition above about 38%;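 also: extracellular domain of Rv3671c used as enzyme; 0% = enzyme with DMSO and 100% = no enzyme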
Target sequence (P9WHR9 whole entry, looked up, the tested form may be a part): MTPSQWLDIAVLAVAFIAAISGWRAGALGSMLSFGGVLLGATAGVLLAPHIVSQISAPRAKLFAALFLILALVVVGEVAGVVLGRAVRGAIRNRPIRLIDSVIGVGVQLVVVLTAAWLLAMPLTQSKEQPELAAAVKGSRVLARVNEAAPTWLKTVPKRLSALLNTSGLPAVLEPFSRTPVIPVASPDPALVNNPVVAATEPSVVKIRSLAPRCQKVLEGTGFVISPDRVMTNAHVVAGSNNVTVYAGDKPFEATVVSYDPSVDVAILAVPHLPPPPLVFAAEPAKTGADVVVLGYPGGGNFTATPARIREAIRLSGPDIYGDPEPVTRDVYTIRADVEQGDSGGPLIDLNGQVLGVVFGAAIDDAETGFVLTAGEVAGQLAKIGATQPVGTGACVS
PrPC TRFRET – cell surface PrPC inhibition, primary TR-FRET screen; TR-FRET read-out; inhibition, % at 13.8 µM; 370,000 tested, 0.43% active; in the data active = inhibition above about 24%; also: 0% = median of the test wells and 100% = reference compound wells
Mtb FBA inh – inhibitors of M. tuberculosis fructose-bisphosphate aldolase | P9WQA3 | purified M. tuberculosis FBA, fluorescence read-out | inhibition, % at 1 µM | 360,000 tested, 2.3% active; in the data active = inhibition above about 27%;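 also: 0% = vehicle and 100% = reference inhibitor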
BoNT F protease – blocks Botulinum neurotoxin F light chain protease | 360,000 tested, 0.22% active | Multiplex microsphere protease cleavage assay, flow cytometry | inhibition, % at 10 µM | AID 588497; in the data active = inhibition above about 35%, passing the limit was not always enough; inconclusive = no clear call, values can overlap the other calls; also: plate controls were buffer without enzyme for full effect and enzyme alone for no effect
* hit, by the source's call.

The opening five compounds (preview)
Screening Cc1ccc2cc(CN(Cc3nnnn3Cc3ccco3)CC3CCCO3)c(=O)[nH]c2c1C (stereo not given) returned FadD28 FP inh -1.0, MazEF act 10, GDH-TPI counter 9, UGM FP inh 3.6, Rv3671c protease -8, PrPC TRFRET 3, Mtb FBA inh 4 and BoNT F protease -8.
Screening CCCCOC(=O)NC(NCC(O)c1ccccc1)(C(F)(F)F)C(F)(F)F (stereo not given) returned FadD28 FP inh -2.0, MazEF act 14, BioA inh 1.2, GDH-TPI counter 1, UGM FP inh -1.4, Rv3671c protease -5, PrPC TRFRET 0, Mtb FBA inh -2 and BoNT F protease -2.
Screening CC1(C)OC(=O)N(CC(=O)Nc2cccc(C(F)(F)F)c2)C1(C)O (stereo not given) returned FadD28 FP inh -4.3, MazEF act 4, BioA inh -0.6, GDH-TPI counter 1, UGM FP inh -0.9, Rv3671c protease 7, PrPC TRFRET -3, Mtb FBA inh 1 and BoNT F protease -3.
Screening CNC(=O)c1ccc2snnc2c1 returned FadD28 FP inh 0.7, MazEF act 10, BioA inh 1.1, GDH-TPI counter 6, UGM FP inh 0.3, Rv3671c protease -12, PrPC TRFRET -6, Mtb FBA inh 0 and BoNT F protease -17.
Screening Cn1cccc1C(=S)N=P(C1CCCCC1)(N1CCOCC1)N1CCOCC1 returned FadD28 FP inh 0.4, MazEF act 5, BioA inh -0.3, GDH-TPI counter 22, UGM FP inh -0.8, Rv3671c protease -15, PrPC TRFRET 7, Mtb FBA inh 1 and BoNT F protease -13.

This part in full, from the start:
Screening Cc1ccc2cc(CN(Cc3nnnn3Cc3ccco3)CC3CCCO3)c(=O)[nH]c2c1C (stereo not given) returned FadD28 FP inh -1.0, MazEF act 10, GDH-TPI counter 9, UGM FP inh 3.6, Rv3671c protease -8, PrPC TRFRET 3, Mtb FBA inh 4 and BoNT F protease -8.
Screening CCCCOC(=O)NC(NCC(O)c1ccccc1)(C(F)(F)F)C(F)(F)F (stereo not given) returned FadD28 FP inh -2.0, MazEF act 14, BioA inh 1.2, GDH-TPI counter 1, UGM FP inh -1.4, Rv3671c protease -5, PrPC TRFRET 0, Mtb FBA inh -2 and BoNT F protease -2.
Screening CC1(C)OC(=O)N(CC(=O)Nc2cccc(C(F)(F)F)c2)C1(C)O (stereo not given) returned FadD28 FP inh -4.3, MazEF act 4, BioA inh -0.6, GDH-TPI counter 1, UGM FP inh -0.9, Rv3671c protease 7, PrPC TRFRET -3, Mtb FBA inh 1 and BoNT F protease -3.
Screening CNC(=O)c1ccc2snnc2c1 returned FadD28 FP inh 0.7, MazEF act 10, BioA inh 1.1, GDH-TPI counter 6, UGM FP inh 0.3, Rv3671c protease -12, PrPC TRFRET -6, Mtb FBA inh 0 and BoNT F protease -17.
Screening Cn1cccc1C(=S)N=P(C1CCCCC1)(N1CCOCC1)N1CCOCC1 returned FadD28 FP inh 0.4, MazEF act 5, BioA inh -0.3, GDH-TPI counter 22, UGM FP inh -0.8, Rv3671c protease -15, PrPC TRFRET 7, Mtb FBA inh 1 and BoNT F protease -13.
CC[C@H]1C/C=C\Cc2ccccc2[C@@H](C(=O)C[C@@H](O)CC(C)=O)OC1=O was read as FadD28 FP inh -1.4, MazEF act 6, BioA inh -0.1, GDH-TPI counter -3, UGM FP inh -0.1, Rv3671c protease -1, PrPC TRFRET 8, Mtb FBA inh 5 and BoNT F protease -6.
For CCOc1cccc(-c2c(C(=O)N/N=C(\C)c3ccncc3)nnn2-c2nonc2N)c1 the results were FadD28 FP inh -6.5, MazEF act 12, BioA inh 2.2, GDH-TPI counter 6, UGM FP inh -2.7, Rv3671c protease 2, PrPC TRFRET -4, Mtb FBA inh 4 and BoNT F protease 8.
For Oc1ccc2ccccc2c1C=Nc1ccc(Cl)cn1 the results were FadD28 FP inh -0.1, MazEF act -5, GDH-TPI counter 1, UGM FP inh -1.8, Rv3671c protease -32, PrPC TRFRET -4, Mtb FBA inh 4 and BoNT F protease -1.
CCOc1ccc(CN2CCN(Cc3cccc4nonc34)CC2CCO)cc1 (stereo not given) was read as FadD28 FP inh -0.3, MazEF act 0, GDH-TPI counter 3, UGM FP inh -1.8, Rv3671c protease -9, PrPC TRFRET -15, Mtb FBA inh 1 and BoNT F protease -7.
`CC(C)CN(C(=O)CSc1nn(-c2ccc(Cl)cc2)c(=S)s1)C1CCS(=O)(=O)C1` (stereo not given) gave FadD28 FP inh -0.7, MazEF act 2, GDH-TPI counter 4, UGM FP inh -3.2, Rv3671c protease 7, PrPC TRFRET -5, Mtb FBA inh 1 and BoNT F protease -4.
Screening CC(=O)c1cccc(NC(=O)c2sc3nc4n(c(=O)c3c2C)CCCC4)c1 returned FadD28 FP inh -3.6, MazEF act 19, BioA inh -1.3, GDH-TPI counter 18, UGM FP inh 1.5, Rv3671c protease 5, PrPC TRFRET -11, Mtb FBA inh -5 and BoNT F protease 1.
COc1cccc(CNC(=O)CCSCc2ccccc2F)c1 was read as FadD28 FP inh 1.2, MazEF act 6, GDH-TPI counter 1, UGM FP inh -0.7, Rv3671c protease 6, PrPC TRFRET 8, Mtb FBA inh 5 and BoNT F protease -8.
Screening CCN(CC(=O)Nc1ccccc1C(F)(F)F)C(=O)CCSc1ccc(F)cc1 returned FadD28 FP inh -2.0, MazEF act 8, BioA inh -0.2, GDH-TPI counter -6, UGM FP inh -1.8, Rv3671c protease 0, PrPC TRFRET 2, Mtb FBA inh 3 and BoNT F protease inconclusive.
Screening O=C(CCN1CCCCC1)N=Nc1c(O)[nH]c2ccccc12 returned FadD28 FP inh 0.8, MazEF act 6, GDH-TPI counter 7, UGM FP inh 0.3, Rv3671c protease 2, PrPC TRFRET -17, Mtb FBA inh -3 and BoNT F protease -7.
CCN(C(=O)Cn1c(=O)oc2cc(S(=O)(=O)N3CCCC3)ccc21)c1ccc(OC)cc1 was read as FadD28 FP inh -1.1, MazEF act 0, BioA inh 1.2, GDH-TPI counter 4, UGM FP inh 1.4, Rv3671c protease -5, PrPC TRFRET -7, Mtb FBA inh -1 and BoNT F protease 0.
For CCc1ccc(/C=N/n2c(COc3ccccc3)n[nH]c2=S)cc1 the results were MazEF act 0, BioA inh -0.5, GDH-TPI counter 10, UGM FP inh 0.8, Rv3671c protease 1, PrPC TRFRET 1, Mtb FBA inh -2 and BoNT F protease 4.
CCCOCCc1nnc(N)s1 was read as FadD28 FP inh -2.3, MazEF act -3, BioA inh 0.8, GDH-TPI counter 0, UGM FP inh -1.7, Rv3671c protease 4, PrPC TRFRET -1, Mtb FBA inh 0 and BoNT F protease 8.
Screening CCc1cc2cc(C)ccc2nc1SCC(=O)Nc1cc(C)on1 returned FadD28 FP inh 2.2, MazEF act 25, GDH-TPI counter 6, UGM FP inh 1.0, Rv3671c protease -12, PrPC TRFRET 0, Mtb FBA inh 5 and BoNT F protease -22.
CCCC(=O)Nc1ccc(Cc2ccc(NC(=O)CCC)c(C(=O)O)c2)cc1C(=O)O was read as FadD28 FP inh -2.4, MazEF act 0, GDH-TPI counter -1, UGM FP inh 11*, Rv3671c protease -5, PrPC TRFRET -3, Mtb FBA inh 4 and BoNT F protease -3.
`COC(=O)CNC(=O)c1cccc(Cl)c1` gave FadD28 FP inh -4.2, MazEF act 3, GDH-TPI counter -5, UGM FP inh -5.2, Rv3671c protease -1, PrPC TRFRET 6, Mtb FBA inh 1 and BoNT F protease -3.
`OCCC1CN(CC2CCCCC2)CCN1C1CCCC1` (stereo not given) gave FadD28 FP inh -1.3, MazEF act -1, BioA inh 1.7, GDH-TPI counter 4, UGM FP inh -0.5, Rv3671c protease -3, PrPC TRFRET -5, Mtb FBA inh 2 and BoNT F protease 17.
For COc1ccc(OC)c(NC(=O)COC(=O)c2cc3c(s2)CCC3)c1 the results were FadD28 FP inh 1.1, MazEF act 2, GDH-TPI counter 7, UGM FP inh -2.4, Rv3671c protease -11, PrPC TRFRET 8, Mtb FBA inh -1 and BoNT F protease 11.
`CC1(c2ccccc2)CC(C)(C)N2C(=O)/C(=C3\SC(=S)NC3=O)c3cccc1c32` (stereo not given) gave FadD28 FP inh 1.0, MazEF act 1, GDH-TPI counter 0, UGM FP inh 0.3, Rv3671c protease -3, PrPC TRFRET 8, Mtb FBA inh 1 and BoNT F protease -11.
`Cn1c(=O)c(=O)n(C)c2cc(S(=O)(=O)NCCOc3ccccc3)ccc21` gave FadD28 FP inh 0.2, MazEF act -7, GDH-TPI counter 16, UGM FP inh 2.3, Rv3671c protease 6, PrPC TRFRET 2, Mtb FBA inh 5 and BoNT F protease 4.
Screening CC(Cc1ccccc1)C(=O)Nc1ccc(Br)cc1 (stereo not given) returned FadD28 FP inh 0.1, MazEF act 7, BioA inh -2.7, GDH-TPI counter 9, UGM FP inh 0.2, Rv3671c protease 1, PrPC TRFRET 18, Mtb FBA inh -2 and BoNT F protease 5.
For O=C(NCC1CCCO1)c1ccc(-c2cccc(C(F)(F)F)c2)o1 (stereo not given) the results were FadD28 FP inh -4.8, MazEF act -2, BioA inh 0.8, GDH-TPI counter 1, UGM FP inh 0.8, Rv3671c protease -7, PrPC TRFRET -9, Mtb FBA inh 3 and BoNT F protease -7.
O=C(c1ccc([N+](=O)[O-])cc1)N(Cc1ccc(Cl)cc1Cl)N1C(=O)CCCC1=O was read as FadD28 FP inh 0.4, MazEF act -3, BioA inh -1.3, GDH-TPI counter 8, UGM FP inh 0.5, Rv3671c protease 2, PrPC TRFRET 1, Mtb FBA inh 4 and BoNT F protease 5.
Screening O=C(CSC1=NCCS1)NC1CCCC1 returned FadD28 FP inh -0.1, MazEF act 8, BioA inh -2.5, GDH-TPI counter 9, UGM FP inh 0.0, Rv3671c protease 0, PrPC TRFRET 7, Mtb FBA inh -9 and BoNT F protease 25.
Screening C=CCOc1ccc2c(CC)cc(=O)oc2c1C returned FadD28 FP inh -3.0, MazEF act 4, BioA inh 2.3, GDH-TPI counter 7, UGM FP inh -1.3, Rv3671c protease -11, PrPC TRFRET 2, Mtb FBA inh 41* and BoNT F protease 0.
`CCOC(=O)c1nn(-c2ccccc2)c(=O)c2c(NC(C)=O)scc12` gave FadD28 FP inh -0.9, MazEF act 3, GDH-TPI counter -3, UGM FP inh -4.4, Rv3671c protease -3, PrPC TRFRET -7, Mtb FBA inh 2 and BoNT F protease 2.
Screening CCOC(=O)C(CC)/C(C)=N\NC(=O)c1ccccc1O (stereo not given) returned FadD28 FP inh -0.3, MazEF act 5, GDH-TPI counter 14, UGM FP inh -2.9, Rv3671c protease 10, PrPC TRFRET -6, Mtb FBA inh 2 and BoNT F protease 2.
Screening CCC(CO)NCc1ccc(OCC(=O)Nc2cccc(C(F)(F)F)c2)c(OC)c1 (stereo not given) returned FadD28 FP inh -3.4, MazEF act 8, GDH-TPI counter -3, UGM FP inh -1.7, Rv3671c protease 5, PrPC TRFRET -10, Mtb FBA inh -7 and BoNT F protease -3.
Screening C=CCNC(=O)c1cc(C(=O)C(C)c2ncc(C(F)(F)F)cc2Cl)c[nH]1 (stereo not given) returned FadD28 FP inh -4.2, MazEF act -3, BioA inh -0.3, GDH-TPI counter 2, UGM FP inh -1.7, Rv3671c protease 0, PrPC TRFRET 9, Mtb FBA inh -1 and BoNT F protease 2.
For Cc1[nH]n(-c2ccc(F)cc2)c(=O)c1/C=N/c1sc2c(c1C#N)CCCC2 the results were FadD28 FP inh 0.1, MazEF act -5, GDH-TPI counter 5, UGM FP inh 2.7, Rv3671c protease -19, PrPC TRFRET 6, Mtb FBA inh -5 and BoNT F protease -8.
`CC(=O)c1ccc(N2CCN(C(=O)c3ccc4[nH]c(C)c(C)c4c3)CC2)cc1` gave FadD28 FP inh -1.0, MazEF act 1, BioA inh 1.4, GDH-TPI counter 35*, UGM FP inh -2.1, Rv3671c protease 4, PrPC TRFRET 7, Mtb FBA inh 5 and BoNT F protease -9.
For COc1ccc(C(=O)NCCn2cc(SCC(=O)Nc3nnc(C)s3)c3ccccc32)cc1 the results were FadD28 FP inh -3.3, MazEF act 1, GDH-TPI counter -4, UGM FP inh -0.4, Rv3671c protease -2, Mtb FBA inh -2 and BoNT F protease -2.
Screening COc1ccccc1NS(=O)(=O)c1ccc(C)c(C(=O)NCC(c2cccs2)N2CCOCC2)c1 (stereo not given) returned FadD28 FP inh -0.9, MazEF act -18, BioA inh -0.6, GDH-TPI counter -3, PrPC TRFRET -2 and Mtb FBA inh 3.
